GLP1R cytotox = cytotoxicity in counter-screen for GLP-1R inverse agonists; HEK293 cAMP-luciferase reporter cells, luminescence, 24 h; Potency, µM (doses to about 38.3 µM), for inactives: at the top dose activity change, negative = inhibition, usual class: inhibitors; AID 624418; 410,000 tested, 0.13% active;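 also: loss of luciferase light is scored as toxicity; potency is read from the fitted curve at half-maximal effect; % is scaled to controls: 0 for no effect and ±100 for the full control effect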
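1536-well qHTS counterscreen of the MLSMR; 200 cells/uL, 12 h pre-incubation, 23 nL cpd, 24 h at 37 deg C 5% CO2, luciferase detection reagent, 12 min RT, luminescence. Inhibition = undesired.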
TDP-43 yeast inh = TDP-43 toxicity inhibition in yeast; 410,000 tested, 1.8% active; Potency, µM (titrated, usually from 46.1 µM), inactives show at the top dose growth rescue (activation), most hits filed as activators; AID 652104; TDP-43 expressing yeast growth rescue, BacTiter-Glo, 24 h; also: potency is read from the fitted curve at half-maximal effect; % of control where 0% means no effect; nearly all actives have a fitted effect of over 50% in size
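Cell-based yeast growth screen: TDP-43 expression induced in galactose, inoculum OD600=0.02 after raffinose pregrowth to mid-log. Read-out BacTiter-Glo luminescence at 24 hr, 30 deg C; inhibition of toxicity seen as signal increase.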
GLP1R inv ag = GLP-1 receptor (human) inverse agonism. 410,000 tested, 1.6% active. AID 624417. Potency, µM (titrated, usually from 38.3 µM), without a hit: at the highest dose activity change, negative = inhibition, hits mostly inhibitors. HEK293 GLP-1R CRE-luciferase, luminescence, 24 h; GLP-1R form is constitutively active; also: potency is read from the fitted curve at half-maximal effect; % is scaled to controls: 0 for no effect and ±100 for the full control effect; nearly all actives have a fitted effect of over 55% in size
Target sequence (P43220 whole entry, looked up): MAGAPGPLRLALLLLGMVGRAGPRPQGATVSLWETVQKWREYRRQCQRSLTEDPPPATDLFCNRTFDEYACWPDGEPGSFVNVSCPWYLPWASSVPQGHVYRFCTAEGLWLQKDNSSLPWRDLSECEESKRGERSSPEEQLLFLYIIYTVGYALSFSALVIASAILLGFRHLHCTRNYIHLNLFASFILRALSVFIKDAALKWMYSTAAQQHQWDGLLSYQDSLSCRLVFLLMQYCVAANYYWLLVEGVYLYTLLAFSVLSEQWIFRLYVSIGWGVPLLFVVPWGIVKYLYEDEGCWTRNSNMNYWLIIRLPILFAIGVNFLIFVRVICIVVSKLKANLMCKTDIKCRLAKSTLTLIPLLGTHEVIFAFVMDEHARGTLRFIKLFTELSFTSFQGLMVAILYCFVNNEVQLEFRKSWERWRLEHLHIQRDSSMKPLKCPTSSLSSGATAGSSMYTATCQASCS
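Luminescence readout: a drop in cAMP-driven luciferase signal flags inverse agonism at a constitutively active GLP-1R stably expressed in HEK293. Compound exposure lasted 24 hr at 37 deg C, 5% CO2.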
Abeta yeast res = compounds reversing amyloid beta toxicity in yeast. yeast expressing A-beta42, growth rescue, OD600, 48 h; response scale: 0% DMSO, 100% iron-clioquinol control. Potency, µM (series often up to 46.1 µM), for the others: top-dose growth rescue, hits mostly activators. 410,000 tested, 0.063% active. AID 1347071; also: potency is read from the fitted curve at half-maximal effect; nearly all actives have a fitted effect of over 55% in size
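Yeast growth medium received pinned compounds, then yeast cells expressing toxic A-beta were added; plates incubated at 30 C for 48 hr. Growth read as absorbance at 600 nm, normalized to DMSO and equimolar FeCl3 plus clioquinol controls.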
FUS yeast rescue = suppressors of FUS proteinopathy in yeast. S. cerevisiae FUS-expressing, growth rescue, OD600, 24 h. Potency, µM (series often up to 76.6 µM), for inactives: at the top dose growth rescue (activation), usual class: activators. 390,000 tested, 0.24% active;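 also: potency is read from the fitted curve at half-maximal effect; plate controls were DMSO vehicle for no effect and reference control for full effect; nearly all actives have a fitted effect of over 55% in size; some results filed as inactive show a strong effect at the top dose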
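FUS-expressing yeast, raffinose-pregrown, induced in 2% galactose minimal medium at OD 0.005; compounds in a dilution series, 24hr at 30C. Growth restoration read as absorbance at 600 nm. CP55940 positive control, DMSO negative.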
aSyn rescue = alpha-synuclein toxicity inhibition in yeast; 370,000 tested, 0.14% active; Yeast expressing alpha-synuclein, growth rescue, BacTiter-Glo, 24 h; Potency, µM (doses to about 46.1 µM), without a hit: top-dose growth rescue (activation), hits mostly activators; AID 652106; also: potency is read from the fitted curve at half-maximal effect; % of control where 0% means no effect; nearly all actives have a fitted effect of over 65% in size
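Galactose-induced alpha-syn yeast (OD600=0.02, raffinose-pregrown) + pinned cpd, 24 hr, 30 deg C; growth by BacTiter-Glo luminescence. Growth restoration scores as activation.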
PTHR1 agonist = activates the human parathyroid hormone receptor PTHR1; AID 743266; Potency, µM (series often up to 115 µM), inactives show top-dose activation, usual class: activators; HEK293 GP2 PTHR1 cells, GloSensor cAMP luminescence, 1 h; 410,000 tested, 0.075% active; also: potency is read from the fitted curve at half-maximal effect; nearly all actives have a fitted effect of over 55% in size; some results filed as inactive show a strong effect at the top dose; inactives centre near -15; many of its hits are not listed in these tables
Target sequence (Q03431 whole entry, looked up): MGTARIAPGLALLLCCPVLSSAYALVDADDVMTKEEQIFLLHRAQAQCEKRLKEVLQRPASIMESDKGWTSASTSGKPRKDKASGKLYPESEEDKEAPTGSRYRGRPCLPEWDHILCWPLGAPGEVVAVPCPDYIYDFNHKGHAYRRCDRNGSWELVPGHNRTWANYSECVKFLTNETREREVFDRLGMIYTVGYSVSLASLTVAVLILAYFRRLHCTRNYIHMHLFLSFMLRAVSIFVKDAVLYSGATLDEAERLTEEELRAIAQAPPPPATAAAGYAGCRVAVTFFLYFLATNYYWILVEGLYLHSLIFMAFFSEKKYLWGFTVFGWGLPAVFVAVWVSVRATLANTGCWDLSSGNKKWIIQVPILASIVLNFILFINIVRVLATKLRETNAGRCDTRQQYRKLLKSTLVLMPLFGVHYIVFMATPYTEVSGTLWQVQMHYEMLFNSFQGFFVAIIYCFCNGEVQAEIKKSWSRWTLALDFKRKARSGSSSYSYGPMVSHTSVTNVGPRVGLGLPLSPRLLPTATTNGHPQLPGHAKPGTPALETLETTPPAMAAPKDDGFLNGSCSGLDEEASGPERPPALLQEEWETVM
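HEK-293-derived GP2 cells expressing PTHR1 and a GloSensor cAMP reporter, 3,000/well, plated overnight, given luciferin plus IBMX (each 0.5 mM as added) for 1 h at 37 °C, then compound for 1 h at 37 °C. Luminescence was read after 15 min at room temperature.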
Akt phos inh = inhibitors of Akt phosphorylation; Neuro2A IGF-stimulated pAkt S473 HTRF, 20 min; stronger effect = lower value; activity change, % for hits at 50 µM; 360,000 tested, 0.32% active; AID 651550; in the data active = activity change below about -80%; inconclusive = mostly about -51% to -80%; also: % is scaled to controls: 0 for no effect and ±100 for the full control effect
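Neuro2A cells in DMEM with 0.5% FBS, overnight at 37 deg C, given compound at single 50 µM final, then IGF (6 nM final) for 20 min at 37 deg C. Lysed; phospho-Akt Ser473 by HTRF after 24 h, 665/615 ratio.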
MmCpn inh = inhibitors of Methanococcus maripaludis chaperonin (MmCpn). AID 504842. 330,000 tested, 0.031% active. purified Mm-Cpn ATPase, ADP Transcreener TR-FRET. Potency, µM (highest dose often 76.9 µM), for inactives: top-dose activity, negative = inhibition, usual class: inhibitors; also: potency is read from the fitted curve at half-maximal effect; % is scaled to controls: 0 for no effect and ±100 for the full control effect; nearly all actives have a fitted effect of over 80% in size
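Compound-treated chaperonin, 25 nM final, turns over 10 uM ATP at 37°C for 30 min following a 10 min preincubation; ADP generated competes with ADP-d2 for Eu-cryptate antibody, lowering FRET.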
* marks the source's active call; other numbers are inactive results; i = inactive; u = inconclusive; x = no result given; [ ] = another dose, or the depositor's remark. Unless noted, calls follow the shape of the dose curve; as a rule, active = well fitted curve in the direction sought with a large enough effect; inconclusive = small, poorly fitted or top-dose-only effect, or another doubt; inactive = no such curve, though single readings can be large; an effect the other way counts as inactive or inconclusive. Not all compounds are listed; count on the stated rates, not on these rows.

SMILES | GLP1R cytotox | TDP-43 yeast inh | GLP1R inv ag | Abeta yeast res | FUS yeast rescue | aSyn rescue | PTHR1 agonist | Akt phos inh | MmCpn inh
Fc1ccc(/C=N/N2CCCCC2)c(F)c1 | -1% | 14% | 8% | -9% | -15% | 9% | -17% | i | 2%
CCc1c(C)sc(NC(=O)c2cc(-c3cccc(Cl)c3)on2)c1C#N | -1% | -5% | 12% | -18% | 2% | x | i | x | x
CCOC(=O)N1CCN(C(=O)Nc2sc3nc4n(c(=O)c3c2C)CCC(C)CC4)CC1 (stereo unspecified) | -22% | -4% | 3% | -8% | 43% | 14% | -4%[57.5 µM] | i | -3%
Cn1c(=O)[nH]c(=O)c2c1nc(N1CCOCC1)n2CCSc1nc2ccccc2[nH]1 | 3% | -8% | 1% | -8% | 27% | 5% | i | i | -2%
COc1cc(C(=O)NNC(=O)c2cc(-c3ccccc3)n[nH]2)cc(OC)c1C | -15% | -3% | u | -6% | 12% | 3% | -11% | i | 0%
COc1cc(C)c(Cl)cc1S(=O)(=O)NCCc1c(C)[nH]c2ccccc12 | -15% | u | u | 30% | -4% | x | i | x | x
Cc1ccc(NC(=O)Nc2cccs2)c(C)c1 | 2% | 30% | 19% | 0% | 33% | x | -52%[inhibitor] | x | x
COc1cccc(CNC(=O)Cn2c(=O)n(CCC(=O)N3CCCCC3)c(=O)c3sccc32)c1 | -1% | -2% | 6% | 7% | -13% | 0% | -15% | i | 1%
O=C(Nc1ccccc1)N1CCN(c2ccccc2)CC1 | 1% | 8.9µM* | -19% | 16% | 9% | -2% | -11% | i | x
Cc1ccc(-c2csc(/C(C#N)=C(\O)CCl)n2)cc1 | 1% | 0% | 2% | -15% | 37% | -9% | i | i | -18%
COc1ccc(NC(=O)CCN2CC(C)OC(C)C2)c(OC)c1 (stereo unspecified) | -6% | -5% | 3% | 11% | 7% | -12% | -3%[57.5 µM] | i | -1%
CC(=O)Nc1ccc(NC(=S)NC(=O)c2ccc([N+](=O)[O-])cc2)cc1 | -3% | 10% | 2% | -6% | x | 0% | -2% | i | 1%
C=CCOc1cccc(C(=O)Nc2ncn[nH]2)c1 | -4% | 3% | 11% | -4% | 6% | 6% | -6% | i | -4%
COc1ccc(C2CC(=O)c3cc(-c4nc(-c5ccc(Cl)cc5)cs4)c(=O)[nH]c3C2)cc1 (stereo unspecified) | 5% | 14% | 8% | -7% | -1% | x | i | x | x
CCN(CC)CCCN1C(=O)CSC1c1ccc2c(c1)OCO2 (stereo unspecified) | 7% | -6% | 1% | 4% | -24% | -3% | i | i | 0%
CCN(CC)CC#CCC1(O)c2ccccc2-c2ccccc21 | -6% | -30%[inhibitor] | u | -17% | 38% | -4% | i | i | -2%
CCCCC(=O)Nc1ccc(NC(=O)C2CC2)cn1 | -14% | -5% | 1% | 14% | 12% | 0% | -7%[57.5 µM] | i | 1%
CC(=O)c1cc(-c2ccc(F)cc2)n(CCC(=O)NC(C)(C)C)c1C | 7% | 17% | 9% | 3% | 5% | 5% | -21% | i | -1%
CCN1C(=O)/C(=C2\C=Cc3ccccc3N2CC)OC1=S | -15% | -12% | -18% | -9% | -2% | -7% | -9%[57.5 µM] | i | x
CCCn1c(C(C)Nc2nc(-c3ccc(C)cc3)cs2)nc2cc(Cl)c(N3CCCCC3)cc21 (stereo unspecified) | 3% | -2% | -9% | 7% | 1% | 12% | 15% | i | 1%
CCNC(=S)NNC(=O)C1CCCCC1 | 2% | 13% | -21% | 17% | 16% | 2% | i | i | 2%
O=C(Nc1ccc(S(=O)(=O)NC2CCCCC2)cc1)c1ccc(Br)o1 | -18% | -16% | -4% | 13% | 5% | 5% | -12%[57.5 µM] | i | -2%
Cc1ccc(-c2csc(N)n2)s1 | -14% | 4% | 1% | -11% | 15% | -12% | -5% | i | -1%
COc1ccc(C(=O)N2CCN(C3CCCCC3)CC2)c(OC)c1 | 2% | -8% | -7% | 10% | 13% | 4% | i | i | -3%
CCCCCCC(=O)N/N=C1\CCCc2ccccc21 | 6% | 12% | -24% | 3% | 3% | -3% | -12% | i | 0%

An excerpt from above in order of number of heavy atoms, largest number first:
SMILES | GLP1R cytotox | TDP-43 yeast inh | GLP1R inv ag | Abeta yeast res | FUS yeast rescue | aSyn rescue | PTHR1 agonist | Akt phos inh | MmCpn inh
COc1cccc(CNC(=O)Cn2c(=O)n(CCC(=O)N3CCCCC3)c(=O)c3sccc32)c1 | -1% | -2% | 6% | 7% | -13% | 0% | -15% | i | 1%
COc1ccc(NC(=O)CCN2CC(C)OC(C)C2)c(OC)c1 (stereo unspecified) | -6% | -5% | 3% | 11% | 7% | -12% | -3%[57.5 µM] | i | -1%
Cc1ccc(NC(=O)Nc2cccs2)c(C)c1 | 2% | 30% | 19% | 0% | 33% | x | -52%[inhibitor] | x | x
Fc1ccc(/C=N/N2CCCCC2)c(F)c1 | -1% | 14% | 8% | -9% | -15% | 9% | -17% | i | 2%
CCNC(=S)NNC(=O)C1CCCCC1 | 2% | 13% | -21% | 17% | 16% | 2% | i | i | 2%

Next part
SMILES | GLP1R cytotox | TDP-43 yeast inh | GLP1R inv ag | Abeta yeast res | FUS yeast rescue | aSyn rescue | PTHR1 agonist | Akt phos inh | MmCpn inh
CS(=O)(=O)c1ccc(C(=O)NCCN2C(=O)S/C(=C\c3cccnc3)C2=O)cc1[N+](=O)[O-] | u | 0% | u | 2% | 31% | -1% | -26% | i | -1%
COc1cccc(C(=O)Nc2ccccc2N2CCOCC2)c1 | 11% | 13µM* | -19% | -2% | -4% | -1% | -49%[inhibitor][57.5 µM] | i | 3%
COc1ccc2c(c1)C(=O)CCC2c1ccccc1 (stereo unspecified) | -6% | u | u | 0% | 4% | 7% | -11% | i | 1%
COc1ccc(CN(CC2CCCO2)S(=O)(=O)c2ccc(-n3cnnn3)c(OC)c2)cc1 (stereo unspecified) | 8% | 2% | 3% | 20% | 10% | 2% | i | i | -4%
O=C(C[n+]1ccc2ccccc2c1)c1ccccc1 | 0% | -12% | 9% | 2% | 14% | -1% | i | i | 1%
Cc1nc2nc(NCc3cccc(Cl)c3)[nH]n2c(=O)c1Cc1ccccc1 | -7% | 11% | 0% | -14% | -13% | x | -8% | x | x
Cc1nc(NC(=O)/C=C/c2ccccc2)sc1C(=O)Nc1cccc(Cl)c1 | 9% | 17% | 0% | 9% | -8% | -4% | i | i | 0%
Cc1cc(CN2CCC(N3CCC(C(=O)NC4CC4)CC3)CC2)cc(C)c1O | 17% | 13% | -9% | -7% | x | -12% | -3% | i | -2%
COc1ccc(/C=C/C(=O)Nc2ccc(OC)nc2)cc1 | -12% | 0% | u | 6% | 22% | 1% | -38%[inhibitor] | i | 2%
Cc1nc(-c2ccccc2)sc1-c1ccc(SCC(=O)NCc2ccccc2Cl)nn1 | 3% | 16% | 9% | -3% | -12% | x | -36%[inhibitor] | x | x
CC(C)C1CCN(C(=O)C2CCC(=O)N(CCc3ccc(Cl)cc3)C2)CC1 (stereo unspecified) | 19% | u | u | 31% | u | 4% | -51%[inhibitor] | i | 2%
Cc1ccc(OCCCn2c(=O)sc3ccccc32)cc1 | 30% | -6% | u | -13% | 13% | -5% | -1%[57.5 µM] | i | 1%
CCOC(=O)c1ccc(/C=N/O)[n+](Cc2ccccc2)c1 | 4% | -1% | 1% | -17% | -6% | -23% | -21% | i | -1%
COc1cccc(N(CC(=O)NCCSc2ccc(Cl)cc2)S(C)(=O)=O)c1 | -21% | -1% | u | 12% | 7% | -7% | -17%[57.5 µM] | i | 1%
COc1ccccc1NC(=O)N1CCC(C(=O)c2ccc(F)cc2)CC1 | -12% | 14% | -3% | 20% | 9% | -1% | i | i | 2%
CCC1=CC(c2ccccc2)n2ncnc2N1 (stereo unspecified) | 4% | 4% | 16% | 7% | 1% | -10% | -21% | i | x
COc1ccccc1CCNC(=O)c1ccc(NC(=O)CC2SC(N3CCCCC3)=NC2=O)cc1 (stereo unspecified) | 0% | 9% | 5% | 4% | 34% | -2% | i | i | 1%
Cc1cccc(NC(=O)COC(=O)Cc2cccc(C(F)(F)F)c2)c1C | -7% | 18% | -15% | 4% | 6% | 1% | -3% | i | -1%
CCS(=O)(=O)Nc1ccc(-c2nnc(SCC(=O)c3cccc(OC)c3)o2)cc1 | -12% | 22% | -19% | 17% | -8% | 2% | -1% | i | 1%
Cc1nc(N2CCN(S(=O)(=O)c3ccccc3C#N)CC2)c2c(-c3ccccc3)csc2n1 | 6% | 8% | 18% | 19% | 9% | -1% | -37%[inhibitor] | i | u
COc1ccc(CN2CCCC(C(=O)N3CCCCC3)C2)c(OC)c1 (stereo unspecified) | -9% | 0% | -28% | 5% | -1% | 13% | -12% | i | -3%
CS(=O)(=O)c1ccc(-c2cccc(NC(=O)COc3ccc(Cl)cc3)c2)nn1 | 0% | -12% | 10% | 6% | 1% | -12% | u | i | 0%

Compound activity deposited in PubChem BioAssay by National Center for Advancing Translational Sciences (NCATS).
